From PubChem BioAssay
ABHD5-PLIN5 inh = inhibitors of human ABHD5-perilipin-5 interaction | Split G. princeps luciferase complementation, luminescence, 4 h | inhibition, % at 4 µM | 0.78% of 360,000 active;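 active = inhibition above the mean inhibition across every tested compound plus 3 SD, cut at about 22% in these data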;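 note: 0% = DMSO only wells and the 100% control is not disclosed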
NCOA1 inh = inhibits human SRC1 coactivator; HEK293 GAL4-SRC1 luciferase reporter, luminescence; inhibition, % at 3.6 µM; 0.12% of 360,000 active; AID 588354;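 active = inhibition above the campaign mean plus 3 SD, with each screening campaign given its own cutoff, cut at about 60% in these data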;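 note: 0% = DMSO treated cells and 100% = gossypol at 36 µM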
LMP1 NFkB inh = reduces LMP1-driven NF-kappaB luciferase signal; LMP1-induced NF-kappaB luciferase reporter cells, luminescence; inhibition, % at 12.5 µM; 0.69% of 350,000 active; AID 504558; in the data active = inhibition above about 41%;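 note: 0% = neutral control wells and 100% = reference inhibitor control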
TLR9-MyD88 block = blocks human TLR9 binding to MyD88. Q9NR96+Q99836. CHO BLA complementation TLR9-MyD88, CCF4 FRET ratio. inhibition, % at 4.98 µM. 0.21% of 340,000 active. AID 504734;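 active = inhibition above the mean over all tested compounds plus 3 SD, cut at about 21% in these data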;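 note: 0% = DMSO only wells and 100% = clavulanate BLA inhibitor control wells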
LRH-1 inv ag = inverse agonists of human LRH-1 (NR5A2); O00482; inhibition, % at 3.6 µM; 0.13% of 360,000 active; AID 602396; HEK293T StAR-luciferase reporter, LRH-1 transfected, 24 h;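 active = inhibition above the mean inhibition of all tested compounds plus 3 SD, cut at about 73% in these data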;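 note: 0% = DMSO wells and 100% = reporter-only cells lacking LRH-1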
MC4R ag barr = human MC4R agonism via beta-arrestin | U2OS MC4R beta-arrestin complementation, luminescence; percent of melanotan II response, DMSO zero | activation, % at 8.9 µM | 0.98% of 360,000 active;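 active = activation above a per-plate cutoff, the mean activation of sample wells on that plate plus 3 SD, cut at about 8% in these data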
NR2F2 inh = inhibitors of human COUP-TFII (NR2F2); P24468; HEK293T NGFI-A luciferase reporter, luminescence; inhibition, % at 8.6 µM; 0.7% of 370,000 active; AID 686940;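 active = inhibition above a per-plate cutoff, mean inhibition of test wells between control levels plus 3 SD, cut at about 38% in these data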;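 note: cells cotransfected with COUP-TFII expression vector driving the NGFI-A reporter; 0% = median of COUP-TF2 test wells and 100% = reporter-only cells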
NOD2 RIPK2 PPI = blocks binding of human NOD2 to RIPK2. O43353. CHO BLA complementation NOD2-RIPK2, CCF4 ratio. inhibition, % at 4.98 µM. 0.38% of 360,000 active; in the data active = inhibition above about 21%;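 note: 0% = vehicle only and 100% = reference blocker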
NCOA2 inhibitor = inhibits human steroid receptor coactivator 2. Q15596. 0.17% of 370,000 active. HEK293 GAL4-SRC2 luciferase reporter, luminescence. inhibition, % at 9 µM;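 active = inhibition above the mean inhibition of all tested compounds plus 3 SD, set per campaign, cut at about 52% in these data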;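 note: 0% = DMSO treated cells and 100% = cells given Gossypol at 36 µM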
NCOA3 inh = inhibits human SRC3 coactivator. 0.17% of 360,000 active. inhibition, % at 3.6 µM. AID 588352. HEK293 GAL4-SRC3 luciferase reporter, luminescence. Q9Y6Q9;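 active = inhibition above a per-campaign cutoff, the mean of all compounds plus 3 SD, cut at about 60% in these data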;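 note: 0% = DMSO-treated cells and 100% = gossypol-treated cells at 36 µM; higher means less SRC3-driven luciferase light from the GAL4 reporter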
MC4R antagonist = blocks human MC4R cAMP signaling; P32245; MC4R-expressing cells, MTII-stimulated cAMP, LANCE TR-FRET; inhibition, % at 6.5 µM; 0.48% of 360,000 active; AID 540295;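 active = inhibition above its plate's cutoff, the mean of tested wells on that plate plus 3 SD, cut at about 29% in these data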;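 note: 0% = Melanotan II alone and 100% = Melanotan II plus saturating MCL0020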
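Test system: U2OS cells stably expressing human melanocortin 4 receptor (MC4R); also added: Melanotan II challenge; compound: 6.5 µM single dose; timing: 30-min compound preincubation, 1-h Melanotan II challenge, 1-h detection, room temperature; signal: Eu-cAMP/anti-cAMP TR-FRET, emission 671 nm; repeats: one well per compound, no replicates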
An asterisk follows results filed as active; · = no result given.

SMILES	ABHD5-PLIN5 inh	NCOA1 inh	LMP1 NFkB inh	TLR9-MyD88 block	LRH-1 inv ag	MC4R ag barr	NR2F2 inh	NOD2 RIPK2 PPI	NCOA2 inhibitor	NCOA3 inh	MC4R antagonist
CCCCCCCCCCCCN1[C@@H](CC(C)=O)c2cc(F)cc(F)c2S1(=O)=O	7.9	4.0	-16.1	-2.6	-27.7	0.8	14.3	-6.1	-21.6	5.6	2.1
Cc1ccc(NC(=O)CCNC(=O)c2ccc([N+](=O)[O-])cc2)cc1S(=O)(=O)N1CCOCC1	2.2	0.0	3.0	0.5	5.7	-3.9	2.5	-4.3	22.7	6.3	-2.9
CN1C(=O)/C(=C2/C=CC=CN2C)OC1=S	-16.3	0.4	-19.2	7.6	-2.9	-1.5	-3.7	-0.1	-36.7	-1.9	4.3
COc1ccc(CCNC(=O)c2cc(-c3ccccc3OC)on2)cc1OC	5.1	-24.8	15.9	-4.5	-6.1	0.9	8.6	-10.8	11.6	-1.4	8.5
O=C(COc1ccc(S(=O)(=O)N2CCOCC2)cc1)NCCCn1ccnc1	-1.1	10.4	1.0	4.9	6.3	-0.4	7.4	2.9	-2.0	-0.6	5.0
O=C(NC1CC1)C1CC(=O)N(c2ccc(F)cc2)C1 (stereo not given)	6.5	4.2	-2.9	-4.4	-3.2	-1.2	-5.8	0.2	-14.1	-2.2	0.9
Cc1ccc2oc(=O)n(CC(=O)c3ccc(F)cc3)c2c1	4.3	0.8	2.4	-2.5	-9.8	-0.5	-7.8	-4.1	-24.4	10.9	0.7
O=c1ccc2cc(O)c(O)cc2o1	0.7	-22.4	-4.0	8.6	1.1	0.2	-12.1	22.8*	-3.5	-6.2	4.8
CN1C(=O)/C(=C2\SC(=S)N(CCCCCC(=O)O)C2=O)c2ccccc21	4.8	0.9	-3.2	-5.6	21.1	0.9	4.5	-4.3	-8.5	21.1	18.7
CCOC1=C2[C@@H](CN(S(=O)(=O)c3ccc(C)cc3)[C@H]2c2cccc3ccccc23)[C@H]2C(=O)NC(=O)[C@H]2C1	-2.2	-2.2	·	·	10.8	·	-4.5	-15.1	-16.0	21.4	·
Cc1ccc(NC(=O)CCn2nnc3ccccc32)cc1	-1.8	-30.9	-12.6	6.0	-81.2	-1.4	-13.5	2.0	-16.1	-37.8	0.9
O=C(CCN1C(=O)C2C3C=CC(C3)C2C1=O)Nc1ccc(F)cc1 (stereo not given)	-0.3	-0.6	-5.4	6.0	7.5	1.4	-2.0	-4.8	1.1	-2.0	-6.5
COc1ccc(/C=C/C(=O)N2CCNC(=O)C2)c(OC)c1	-6.4	-25.8	-10.3	-6.1	-20.4	1.2	-10.5	-4.8	-4.4	-11.8	0.6
CC1CCCCC12NC(=O)N(CC(=O)Nc1ccc(N3CCOCC3)cc1)C2=O (stereo not given)	-1.8	5.0	6.8	-2.1	2.0	-3.6	4.5	-8.1	0.3	4.6	4.6
Cc1cccc(NC(=O)c2nc[nH]c2C(=O)N(C)Cc2ccccc2)c1	-2.5	-15.0	-1.6	-5.6	-5.9	-0.4	11.4	-2.2	8.2	-17.2	-3.0
CCCCCN(C(=O)CCC(=O)OCc1ccccc1C(F)(F)F)c1c(N)n(CCCC)c(=O)[nH]c1=O	-3.4	5.2	-2.8	8.2	10.7	1.2	3.4	-15.7	-30.1	4.9	1.6
Nc1nnn(CC(=O)N/N=C/c2cccc(Cl)c2)n1	1.4	-10.8	4.1	-5.8	-2.2	-2.8	8.3	-4.3	6.1	17.9	1.9
Cc1c(C(=O)OCC(=O)N(CCC#N)c2ccccc2)oc2c1ccc1ccccc12	3.7	5.0	-0.8	0.2	-8.1	-2.7	2.6	1.1	-7.6	-30.1	14.4
O=C(Nc1ccc(Cl)cc1C(=O)Nc1ccccn1)c1ccco1	0.4	-18.7	6.7	-5.2	33.9	-0.6	2.4	2.6	-2.4	15.4	7.9
Cn1cccc1Cc1nnc(SCC(=O)N2CCOCC2)n1CCc1ccccc1	-2.6	2.2	-1.3	4.4	18.8	0.0	-17.0	-4.9	0.7	2.5	1.7
O=C(N/N=C/c1ccc([N+](=O)[O-])cc1)c1ccc2nc[nH]c2c1	1.7	3.9	-3.5	6.8	5.0	-1.7	-9.7	2.0	-34.4	1.6	4.8
CCCOC1CCCN(C(=O)c2cc(COc3ccc(-n4cncn4)cc3)on2)C1 (stereo not given)	-4.7	4.8	-2.5	-2.5	-12.7	-0.6	0.0	-0.7	-32.5	-14.6	1.6
CN(C)CCNC(=O)C(=O)Nc1ccc2c(c1)N(S(=O)(=O)c1cccs1)CCC2	0.3	-7.7	-0.4	6.0	-8.1	-2.1	0.3	8.0	-22.8	14.9	7.3
Cc1ccccc1Nc1n[nH]c(C)c1[N+](=O)[O-]	4.5	-11.8	8.0	0.0	-16.5	-1.6	-0.3	-0.2	0.8	11.5	-3.5
CC(C)NC(=O)c1ccc(COc2cccc3ccccc23)o1	-0.3	-8.9	5.0	5.5	16.2	-0.5	14.4	-11.4	-3.6	7.2	8.1
Cc1ccc(C(=O)N(Cc2nnc(-c3ccccc3Cl)o2)C2CC2)o1	-11.0	-19.7	-13.6	1.5	-41.5	0.2	4.4	-6.4	-50.8	-36.9	8.4
O=C(Nc1nc(-c2ccccc2)nc2ccccc12)c1ccc(F)cc1	-0.4	-10.3	-2.5	-12.9	1.4	3.3	9.4	6.2	-12.2	15.5	-6.9
Cn1c(=O)n(Cc2ccccc2)c(=O)c2c1nc1n2CCN1Cc1ccco1	2.0	-22.9	-3.5	9.3	-16.0	-1.1	-1.8	1.4	-15.9	8.2	2.8
Cc1c(C(=O)NCCSCc2ccccc2)cccc1[N+](=O)[O-]	-10.7	-18.8	-0.7	-3.6	-6.6	0.3	11.6	-0.3	-11.3	-16.8	35.1*
C=CCNC(=S)NN(c1ccccc1)c1ccccc1	-0.2	-4.2	2.2	14.2	6.9	-0.8	4.7	5.0	19.2	6.9	1.4
O=C(CNC(c1ccccc1)c1ccccc1)Nc1ccccc1F	4.2	10.9	5.0	-3.4	-11.3	5.1	11.4	-49.8	-29.5	-4.8	-2.4
Cc1nc2ccsc2c(=O)n1-c1cccc(Cl)c1	5.2	-11.1	-6.9	-3.9	-0.2	-1.7	-0.2	-4.7	-18.8	6.3	14.4
CCOc1ccc2nc(NCCCO)[nH]c2c1	6.8	-19.2	12.7	0.7	-17.3	-1.4	-21.2	-0.9	2.6	-3.7	2.7
Cc1ccc(C2NCCS2)cc1 (stereo not given)	-10.8	4.9	-1.3	-10.5	8.8	0.2	-26.5	0.5	-7.9	1.2	8.3
O=C(COc1ccc(S(=O)(=O)N2CCOCC2)cc1)Nc1ccccc1Cl	3.4	-2.9	-2.6	1.9	-14.4	0.2	-20.6	-2.1	1.8	-32.3	6.0
COc1ccc(Cl)cc1C(=O)Nc1ccc(S(N)(=O)=O)cc1	10.1	-1.6	4.3	-3.3	-6.2	-2.6	1.5	-4.3	-12.2	7.3	6.0
Fc1cccc2sc(Nc3nc4ccccc4s3)nc12	-0.4	-126.7	-28.9	-1.1	1.6	1.3	-12.0	-10.7	-37.9	-74.6	10.2
CC(OC(=O)C1=COCCO1)C(=O)NC1CCCC(C)C1C (stereo not given)	-2.2	9.9	-1.0	1.9	19.6	1.9	-11.0	-2.5	0.4	1.4	2.1
COc1ccc(NC(=O)c2ccc(NC(=O)COC(=O)c3cnc(C)cn3)cc2)cc1	-5.6	-12.3	5.2	-0.9	-41.9	2.5	-15.8	-20.9	-115.4	-2.5	8.4
COC(=O)C(NC(=O)c1c(C)nn(C)c1Cl)c1ccccc1 (stereo not given)	0.2	-10.2	6.9	8.2	-6.2	-1.0	16.3	1.9	4.6	-12.2	7.9
COc1ccccc1C(=O)N/C(=C/c1ccc(Br)cc1)C(=O)NCCO	8.2	-3.5	-17.3	10.3	29.2	1.1	12.4	-0.7	-0.1	17.0	-2.1
COc1cc(/C=N/Nc2nc3ccccc3[nH]2)cc(OC)c1O	1.1	-3.9	4.1	-0.5	-13.6	-2.8	-15.2	5.4	-3.9	6.9	3.2
CCOC(=O)N/N=C/c1ccc(OCCSc2ccc(Cl)cc2)c(OCC)c1	-5.4	-12.1	4.5	-0.4	10.2	-0.7	-0.6	-13.6	-30.1	-9.5	7.5
CC(=O)c1ccc(NC(=S)NC(=O)CC(C)C)cc1	0.2	-63.4	-22.4	-1.7	-40.8	-3.1	-18.7	-9.6	-58.1	-62.3	14.2
COCCN(Cc1ccccc1)C(=O)C1CCN(S(=O)(=O)c2ccc3c(c2)OCCO3)CC1	-0.7	-0.9	3.4	-2.5	-6.7	-1.9	-4.7	2.8	0.5	18.6	13.8
Cc1ccc(CN2CCN(C(=O)CCN3C(=O)c4ccccc4C3=O)CC2)cc1	6.2	11.8	3.1	5.7	23.3	-1.7	21.7	-0.8	-8.3	11.9	-6.9
CCc1cccc(NC(=O)NC2CCCCC2)c1	6.0	-13.9	-11.5	5.0	-26.8	2.8	-25.3	-11.1	-34.9	5.1	-2.3
NS(=O)(=O)c1ccc(S(=O)(=O)N2CCCC(c3ccccc3)C2)cc1 (stereo not given)	-3.7	13.4	-3.9	1.9	9.6	0.7	15.5	-2.4	4.4	4.2	2.1
Cc1ccc(S(=O)(=O)NCCN=Cc2ccc(N(C)C)cc2)cc1	-2.3	-2.4	-3.9	1.8	11.1	-2.2	5.1	2.3	-13.0	22.3	1.1
O=C(CN1CCc2ccccc21)Nc1ccc2c(c1)OCO2	5.2	1.4	-4.8	-8.8	13.0	-0.8	8.6	-1.1	-3.2	-22.4	0.7
Cc1oc(-c2ccccc2)nc1CS(=O)CC(=O)O (stereo not given)	-1.7	9.4	-7.2	-6.3	-3.3	-1.1	5.0	4.1	1.4	-6.7	2.0
CCc1nnc(N2C(=O)c3cccc4cccc(c34)C2=O)s1	5.7	-18.7	-21.8	-0.3	11.7	-0.1	-11.1	-8.2	19.1	-1.7	0.6

The list is partial; count on the stated rates, not on these rows.
